# Screening results deposited in PubChem BioAssay by National Center for Advancing Translational Sciences (NCATS).
# Pol eta inh: qHTS for Inhibitors of Polymerase Eta | DNA polymerase eta (Homo sapiens), Q9Y253 | recombinant Pol eta, fluorescent DNA replication assay | Potency, µM (highest dose often 114 µM), for the others: at the top dose activity change, negative = inhibition, usual class: inhibitors | 390,000 tested, 1.2% active | AID 588591, 2011; further: on the % scale 0 is the no-effect control and ±100 the full control effect
#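 Pol eta (10 nM) was preincubated with compounds for 15 min at room temperature, after which fluorescent replication substrate (50 nM final) was added to start the reaction. Fluorescence was read kinetically at 0 and 10 min.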
# POLK inh: qHTS for Inhibitors of Polymerase Kappa; DNA polymerase kappa (Homo sapiens), Q9UBT6; purified Pol kappa, fluorescent DNA synthesis assay, 10 min; Potency, µM (highest dose often 107 µM), for inactives: top-dose activity, negative = inhibition, most hits filed as inhibitors; 400,000 tested, 0.53% active; AID 588579, 2011; further: on the % scale 0 is the no-effect control and ±100 the full control effect
#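 First, compounds were pin-transferred onto 10 nM Pol kappa. After 15 min at room temperature, substrate was added to 50 nM final. Fluorescence was then measured kinetically at 0 and 10 min.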
# BAZ2B inh: qHTS Assay for Inhibitors of BAZ2B; Bromodomain adjacent to zinc finger domain protein 2B (Homo sapiens), Q9UIF8; AlphaScreen BAZ2B-H3K14Ac peptide displacement; Potency, µM (doses to about 114 µM), for inactives: at the highest dose activity change, negative = inhibition, hits mostly inhibitors; 360,000 tested, 4.4% active; further: on the % scale 0 is the no-effect control and ±100 the full control effect; nearly all actives have a fitted effect of over 60% in size
#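 Complex of BAZ2B and biotin-H3K14Ac (50 nM apiece) forms over 30 min at RT, then faces library compounds up to 110 uM for another 30 min; AlphaScreen beads added, 20 min dark incubation, luminescence read.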
# JMJD2A Tudor: qHTS Assay for Inhibitors of JMJD2A-Tudor Domain. Lysine-specific demethylase 4A (Homo sapiens), O75164. AlphaScreen JMJD2A-Tudor / H3K4me3 peptide binding. Potency, µM (highest dose often 114 µM), without a hit: top-dose activity change, negative = inhibition, hits mostly inhibitors. 390,000 tested, 4.4% active; further: on the % scale 0 is the no-effect control and ±100 the full control effect; nearly all actives have a fitted effect of over 50% in size
# Target sequence (O75164 whole entry, looked up, the tested form may be a part): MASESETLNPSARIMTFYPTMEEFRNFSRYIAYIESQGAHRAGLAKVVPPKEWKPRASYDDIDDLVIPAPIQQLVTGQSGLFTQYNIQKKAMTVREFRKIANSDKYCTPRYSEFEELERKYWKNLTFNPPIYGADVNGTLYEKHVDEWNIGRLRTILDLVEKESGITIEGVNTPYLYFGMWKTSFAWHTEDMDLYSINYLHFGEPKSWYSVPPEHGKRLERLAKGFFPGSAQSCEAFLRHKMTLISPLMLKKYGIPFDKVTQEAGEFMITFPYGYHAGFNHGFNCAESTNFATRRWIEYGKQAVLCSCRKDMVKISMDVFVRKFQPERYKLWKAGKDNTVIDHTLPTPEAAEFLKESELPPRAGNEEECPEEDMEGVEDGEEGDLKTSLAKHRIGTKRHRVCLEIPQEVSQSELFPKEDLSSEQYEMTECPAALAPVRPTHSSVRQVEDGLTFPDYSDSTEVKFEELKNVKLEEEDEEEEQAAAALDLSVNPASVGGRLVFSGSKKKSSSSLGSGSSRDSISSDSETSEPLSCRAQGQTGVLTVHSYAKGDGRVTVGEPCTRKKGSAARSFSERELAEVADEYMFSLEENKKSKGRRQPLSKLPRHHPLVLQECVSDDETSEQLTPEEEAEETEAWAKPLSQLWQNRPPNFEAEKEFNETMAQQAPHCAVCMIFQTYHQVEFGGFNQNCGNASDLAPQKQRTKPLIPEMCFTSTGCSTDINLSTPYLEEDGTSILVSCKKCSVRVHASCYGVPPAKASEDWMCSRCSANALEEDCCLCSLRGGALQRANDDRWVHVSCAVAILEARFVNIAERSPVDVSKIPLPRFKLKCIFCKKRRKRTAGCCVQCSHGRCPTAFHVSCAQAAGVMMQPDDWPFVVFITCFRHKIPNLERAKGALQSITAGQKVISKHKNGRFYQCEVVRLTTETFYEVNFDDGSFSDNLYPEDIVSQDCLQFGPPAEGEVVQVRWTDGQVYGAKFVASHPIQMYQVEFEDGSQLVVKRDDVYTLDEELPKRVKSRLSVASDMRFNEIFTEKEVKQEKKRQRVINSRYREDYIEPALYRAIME
# POLB inh: qHTS Assay for Inhibitors of DNA Polymerase Beta; Pol beta primer extension/strand displacement, fluorescence kinetic; P06746; Potency, µM (doses to about 114 µM), for the others: top-dose activity change, negative = inhibition, most hits filed as inhibitors; 340,000 tested, 1.3% active; further: on the % scale 0 is the no-effect control and ±100 the full control effect
#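 Pol beta (10 nM) was preincubated with compound for 15 min at room temperature. The reaction was then started with 50 nM substrate and read immediately and after a further 10 min at room temperature.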
# BLM inh: qHTS Assay for Inhibitors of Bloom's syndrome helicase (BLM); Potency, µM (titrated, usually from 56.1 µM), for inactives: at the highest dose activity change, negative = inhibition, actives largely listed as inhibitors; 350,000 tested, 0.2% active; RecQ-like DNA helicase BLM (Homo sapiens), P54132; recombinant BLM DNA unwinding, fluorescence dequenching;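 further: plate controls were vehicle for no effect and no enzyme for full effect; nearly all actives have a fitted effect of over 35% in size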
# APE1 inh: qHTS Assay for Inhibitors of the Human Apurinic/apyrimidinic Endonuclease 1 (APE1); DNA repair nuclease/redox regulator APEX1 (Homo sapiens), P27695; recombinant APE1, TAMRA/BHQ-2 abasic DNA cleavage fluorescence; Potency, µM (titrated, usually from 65.8 µM), for inactives: at the top dose activity change, negative = inhibition, hits mostly inhibitors; 350,000 tested, 0.35% active;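 further: plate controls were vehicle for no effect and reference inhibitor for full effect; nearly all actives have a fitted effect of over 55% in size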
#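 APE1 at 0.75 nM final was preincubated with compound 15 min at room temperature, then 50 nM double-stranded THF abasic-site substrate (5'-TAMRA/3'-BHQ-2) was added. Fluorescence (ex 525/em 598 nm) was read kinetically; third-minus-first read gave activity.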
# POLI inh: qHTS for Inhibitors of Polymerase Iota | Pol iota fluorescent replication assay, 10 min | Potency, µM (highest dose often 115 µM), for the others: at the highest dose activity, negative = inhibition, most hits filed as inhibitors | 390,000 tested, 1% active
#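 Pol iota at 10 nM preincubated 15 min with compounds at room temperature; reaction started with fluorescent substrate, 50 nM final. Fluorescence read kinetically at 0 and 10 min; buffer-only wells as negative control.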
# G9a inh: qHTS Assay for Inhibitors of Histone Lysine Methyltransferase G9a; 350,000 tested, 8.8% active; G9a H3K9 monomethylation, AlphaScreen, 2 h; Potency, µM (top dose mostly 102 µM), for the others: at the top dose activity, negative = inhibition, actives largely listed as inhibitors; further: on the % scale 0 is the no-effect control and ±100 the full control effect; nearly all actives have a fitted effect of over 75% in size
#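 Readings reflect AlphaScreen signal from monomethyl-H3K9 antibody detection. HMT at 20 nM; substrate b-H3K9 500 nM; cofactor SAM 20 uM; 2 h RT reaction; compounds tested as titrations in qHTS with 15 min preincubation.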
# Starred values were filed as active, the others as inactive; ? = inconclusive; . = not tested or not shown; & = joins results of further samples; [ ] = remark or other dose. The call rests on the fitted dose curve; in most records, active means well fitted curve in the direction sought with a large enough effect; inconclusive means small, poorly fitted or top-dose-only effect, or another doubt; inactive means no such curve, though single readings can be large; an effect the other way counts as inactive or inconclusive. Potency means the concentration at half of the fitted maximal effect. These rows are one share of the data. The share of hits here may be higher or lower than overall.
entry | SMILES | POLI inh | APE1 inh | POLK inh | JMJD2A Tudor | Pol eta inh | BLM inh | BAZ2B inh | POLB inh | G9a inh
1 | O=C1/C(=C\c2cccnc2)CN(Cc2ccccc2)C/C1=C\c1cccnc1 | ? | -3% | -11% | ? | 50µM* | -3% | -10% | -15% | -13%[59 µM]
2 | COC(=O)C(C)Sc1nc2c([nH]c3ccccc32)c(=O)n1-c1ccc(OC)cc1 (configuration not stated) | -8% | . | -9%[60.1 µM] | -7% | -3% | 0% | 2% | 11% | -1%[59 µM]
3 | CN(CC1CCCO1)S(=O)(=O)c1ccc(C(=O)Nc2ccc([N+](=O)[O-])cc2)cc1 (configuration not stated) | -8% | 13% | -4% | -28% | -10% | -8% | -22% | 21% | -2%
4 | COc1ccc(CO[C@@H]2O[C@H](CO)[C@@H](O)[C@H](O)[C@H]2NC(C)=O)cc1OC | -7% | 45% | -22% | -3% | 0% | -3% | 2% | -14% | 9%
5 | CCC(=O)N(CCc1ccccc1)Cc1cc2cccc(C)c2[nH]c1=O | 15% | 1% | 1% | -21% | -11% | 3% | 37%[activator] | 28% | .
6 | Cc1c(C(=O)N2CCN(CCc3ccccn3)CC2)oc2ccc(Cl)cc12 | -10% | 10% | -8% | -12% | 0% | -2% | -14% | 1% | 12%[59 µM]
7 | CC1CCCC(NS(=O)(=O)c2cccc3nsnc23)C1C (configuration not stated) | -6% | 13% | -15% | -20% | -1% | 0% | -19% | ? | ?
8 | CNC(=O)c1cc2ncc(C(F)(F)F)cc2s1 | -18% | -8% | -8% | -7% | -6% | 0% | -16% | 82%[activator] | 6%
9 | C/C(=N\NC(=S)Nc1ccc(C)cc1)c1cccc(N)c1 | 63%[activator] | -1% | -24% | ? | -8% | -4% | ? | 13% | 45µM*
10 | Cn1nnnc1SCC(=O)NCCc1ccc(Cl)cc1 | 0% | 0% | 2% | -10% | -7% | -4% | 0% | 15% | 3%[2.33 µM]
11 | O=C(COC(=O)c1ccc(F)c([N+](=O)[O-])c1)NC(=O)NCc1ccccc1 | -20% | -16% | -11% | -35% | -21% | . | . | . | .
12 | COc1ccccc1N(C(=O)c1snc(C(N)=O)c1N)C(C(=O)NCc1ccccc1)c1ccc(O)cc1 (configuration not stated) | 58%[activator] | 60%[activator] | -9% | -11% | -23% | -5% | -24% | -19% | -12%

# Sorted by count of non-hydrogen atoms (descending): some entries from above.
entry | SMILES | POLI inh | APE1 inh | POLK inh | JMJD2A Tudor | Pol eta inh | BLM inh | BAZ2B inh | POLB inh | G9a inh
5 | CCC(=O)N(CCc1ccccc1)Cc1cc2cccc(C)c2[nH]c1=O | 15% | 1% | 1% | -21% | -11% | 3% | 37%[activator] | 28% | .
9 | C/C(=N\NC(=S)Nc1ccc(C)cc1)c1cccc(N)c1 | 63%[activator] | -1% | -24% | ? | -8% | -4% | ? | 13% | 45µM*
10 | Cn1nnnc1SCC(=O)NCCc1ccc(Cl)cc1 | 0% | 0% | 2% | -10% | -7% | -4% | 0% | 15% | 3%[2.33 µM]

# Further compounds.
entry | SMILES | POLI inh | APE1 inh | POLK inh | JMJD2A Tudor | Pol eta inh | BLM inh | BAZ2B inh | POLB inh | G9a inh
13 | NC(=O)NC(=O)COC(=O)CCCSc1nc2ccccc2s1 | -15% | 3% | -16% | -4%[11.4 µM] | -10% | -2% | -1% | ? | 13%
14 | COc1ccc(-c2cnc(SCCNC(=O)c3ccc4c(c3)OCO4)[nH]2)cc1 | 3% | -2% | -12% | ? | -8% | . | ? | . | ?
15 | COc1ccc(CCNC(=O)C2CCCN2C(=O)Nc2ccc(C)cc2)cc1OC (configuration not stated) | -11% | -3% | -3% | -8% | -8% | 4% | 12% | 6% | .
16 | CCOC(=O)c1nc(N2CCN(C(=O)OCC)CC2)c2c3c(sc2n1)CCCC3 | 109%[activator] | 1% | -4% | -10% | -10% | -8% | -5% | 22% | 4%[59 µM]
17 | COC(=O)c1cc(NC(=O)C2CC=CCC2C(=O)O)cc(C(=O)OC)c1 (configuration not stated) | ? | -3% | -9% | -11%[57.1 µM] | 14% | 0% | 8% | -2% | ?
18 | COc1cc2c(cc1OC)C(c1cc3cc(C)ccc3[nH]c1=O)N(C(=O)c1ccco1)CC2 (configuration not stated) | 121%[activator] | 18% | 4% | -27% | -24% | -3% | ? | 15% | ?
19 | Cc1c(CCNS(=O)(=O)c2ccccc2)sc2nc(-c3ccc(Cl)cc3)nn12 | 0% | . | -13%[60.1 µM] | -13% | -10% | -9% | 1% | 9% | -3%[59 µM]
20 | COC(=O)c1c(C)oc(C)c1S(=O)(=O)NCC1CC1 | -7%[58.9 µM] | 2% | -9% | 9% | -24% | 1% | 19% | 2% | 22%
21 | c1ccc2c(c1)[nH]c1c(N3CCOCC3)ncnc12 | 0% | -6% | -9%[60.1 µM] | -17% | 4% | -5% | 0% | 2% | -45%[12.7 µM]
22 | Cc1cc(=O)n2c3c(c4c(cc13)c(CN(C)C)cc(=O)n4C)OC2 | ? | . | -37% | -26% | -18% | . | . | . | .
23 | C=C(C)CSC1=C(C#N)C(c2ccsc2)CC(=O)N1 (configuration not stated) | 18% | -10% | -22% | -14% | -5% | -8% | 15% | 7% | 3%[12.7 µM]
24 | CC(C)C(NC(=S)Nc1ccccc1)C(=O)O (configuration not stated) | 136%[activator] | 1% | 0% | 12% | -15% | 0% | -23% | 4% | -2%
25 | CCc1cccc(CC)c1NC(=S)NCCc1ccc(O)c(O)c1 | -13% | -3% | -13% | ? | 1% | 0% | . | 2% | ?
26 | C/C(CC(=O)NC12CC3CC(CC(C3)C1)C2)=N\NC(=O)Cc1cccs1 | 27% | ? | -19% | -20% | -6% | 2% | 0% | 3% | 3%[59 µM]
27 | CC(C)CC(OC(=O)c1ccco1)C(=O)NC1CCCCC1 (configuration not stated) | 64%[activator] | 5% | -1% | -14% | -18% | 2% | 49% | 25% | ?
28 | Cc1c(O)ccc2c(=O)c(Oc3ccccc3)coc12 | 39%[activator] | -4% | -2% | 9% | -2% | -3% | 12% | ? | 21%
29 | O=C1CC(c2ccco2)Cc2nc(Nc3nc(-c4ccccc4)c4ccccc4n3)ncc21 (configuration not stated) | 28% | 2% | -18% | -21% | 3% | -1% | -5% | -2% | ?
30 | CCN1CCN(S(=O)(=O)c2cccc3nsnc23)CC1 | 10% | ? | -5% | -10% | -2% | -1% | 7% | 0% | 8%[59 µM]
31 | Cc1ccc(-n2ccnc(SCC(=O)NC3CCCC3)c2=O)cc1F | 4% | 25% | -13% | -7% | -8% | . | -19% | . | ?
32 | Cc1noc(C)c1NC(=O)Nc1ccc2c(c1)C(=O)N([C@H](C)CO)C[C@H](C)[C@@H](CN(C)S(=O)(=O)c1ccc(F)cc1)O2 | 9% | 36% | 16% | -9% | -4% | . | . | . | .
33 | CC(C)(C)OC(=O)N1CCN(C(=O)c2[nH]cnc2C(=O)Nc2ccc(Cl)cc2)CC1 | 34% | -3% | 6% | -13% | -20% | . | . | . | .
34 | CN(C)c1nc(Nc2ccc(Cl)cc2)nc(OCC#N)n1 | 1% | -9% | -8% | -2% | -8% | -14% | -3% | 1% | 9%[12.7 µM]
35 | Cc1nc2cc(-c3cccs3)[nH]n2c(=O)c1C | 17% | . | -11% | -15% | -7% | . | . | . | .
36 | OC[C@H]1O[C@@H](n2cnc3c(NC4CCCC4)nc(Cl)nc32)[C@H](O)[C@@H]1O | -2% | 7%&2% | 2% | 4% | 4% | . | 14% | . | 13%[12.7 µM]
37 | Cc1cc(C)c(C(=O)COC(=O)Cn2c(C)csc2=O)cc1C | 32%[activator] | 7% | -14% | -27% | -19% | -3% | -29% | 16% | 8%
38 | COc1ccc(C2CC(=O)N(CC(=O)Nc3ccc(C(F)(F)F)cc3)c3ccccc3S2)cc1 (configuration not stated) | 44%[activator] | . | 6% | -14% | -16% | -13% | -16% | 15% | 1%[59 µM]
39 | CCC(=O)Nc1ccc(Oc2ccc3c(c2)C(=O)NC3=O)cc1 | 0% | 0% | -3% | -5% | -11% | -5% | 5% | 4% | 7%[59 µM]
40 | CCCc1cc(=O)[nH]c(Nc2cc(Cl)cc(Cl)c2)n1 | 30% | . | 13% | -1% | -17% | -2% | -1% | 18% | -8%[59 µM]
41 | F[B-](F)(F)c1cc2cc(Br)ccc2s1 | 8% | . | 12% | -9% | -4% | . | . | . | .
42 | Cc1cc(C)cc(C(=O)NCC(=O)OCC(=O)c2cc(C)n(CC(F)(F)F)c2C)c1 | 19% | -3% | 10% | -5% | -12% | -3% | -17% | 0% | -8%
43 | COc1ccccc1N(C)S(=O)(=O)c1ccc(C)c(C(=O)Nc2nccs2)c1 | 16% | -9% | -14% | -21% | -7% | . | 5% | . | -2%[0.501 µM]
44 | Cc1cc(C2C(C#N)=C(N)Oc3n[nH]c(C)c32)c(C)s1 (configuration not stated) | 4% | 5% | -10% | -12% | -9% | 2% | ? | 40% | -13%[0.501 µM]

# Along the list, as entered above:
# Entries 37 to 44 in BAZ2B inh, in turn: -29%, -16%, 5%, -1%, ., -17%, 5%, ?
# Entries 37 to 44 in POLI inh, in turn: 32%[activator], 44%[activator], 0%, 30%, 8%, 19%, 16%, 4%
# Entries 37 to 44 in APE1 inh, in turn: 7%, ., 0%, ., ., -3%, -9%, 5%
